# EBNA-1 inh = blocks EBNA-1 binding to DNA; EBNA-1 DNA binding, fluorescence polarization; inhibition, % at 14.8 µM; 300,000 tested, 0.34% active; AID 1950; in the data active = inhibition above about 28%
# PP5 primary = PP5 (human) phosphatase inhibition; P53041; purified PP5c, OMFP substrate fluorescence; inhibition, % at 6.7 µM; 320,000 tested, 0.18% active; AID 1987;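 active = inhibition above the campaign's mean inhibition across all tested compounds plus 3 SD, cut at about 9.5% in these data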;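 also: 0% = DMSO only and 100% = 100 µM cantharidin control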
# HCV core dimer = blocks dimerization of HCV core protein. 300,000 tested, 0.33% active. inhibition, % at 5 µM. TR-FRET GST/Flag-core106 dimerization, 1536-well. AID 1899;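 active = inhibition above the mean of all tested compounds plus 3 SD, set per screening campaign, cut at about 45% in these data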
#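 Assay system: tagged HCV core106 pair (GST and Flag); medium: KF-containing HEPES buffer, pH 7.45, DTT, CHAPS, BSA; also added: Eu donor and XL665 acceptor anti-tag antibodies; dosing: 5 µM single dose; timing: compound-protein-antibody incubation 4 h at 22.5 °C; signal: TR-FRET 671 and 617 nm emission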
# TPT1 inh = blocks Candida albicans tRNA 2'-phosphotransferase | recombinant caTPT1, FP RNA substrate dephosphorylation | inhibition, % at 5 µM | 300,000 tested, 0.81% active | AID 1962;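 active = inhibition above the mean of all tested compounds plus 3 SD, set per screening campaign, cut at about 24% in these data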;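 also: plate controls were DMSO alone for no effect and ferristatin control at 100 nM for full effect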
# ZTA counter = blocks Epstein-Barr virus ZTA, an EBNA-1 counter-screen; ZTA-DNA binding, fluorescence polarization; inhibition, % at 11 µM; P03206; 320,000 tested, 0.15% active; AID 2234; in the data active = inhibition above about 33%
# CTSL1 counter = cathepsin L1 inhibition, PFM18AAP counter-screen | recombinant F. hepatica cathepsin L1, Z-Leu-Arg-MCA fluorescence | inhibition, % at 5.96 µM | 300,000 tested, 0.49% active | AID 1906;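 active = inhibition above the mean of all tested compounds plus 3 SD, set per screening campaign, cut at about 17% in these data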;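 also: 0% = plate median of test compound wells and 100% = 1 µM Z-Phe-Ala-diazomethylketone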
# PREPL inhibitor = inhibits the human prolyl oligopeptidase-like enzyme. recombinant PREPL, fluorescence polarization activity-based probe. Q4J6C6. 320,000 tested, 0.68% active. AID 2751. inhibition, % at 5.96 µM; in the data active = inhibition above about 43%;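 also: 0% = enzyme with DMSO and 100% = wells lacking enzyme; many of its hits are not listed in these tables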
# Target sequence (Q4J6C6 whole entry, looked up): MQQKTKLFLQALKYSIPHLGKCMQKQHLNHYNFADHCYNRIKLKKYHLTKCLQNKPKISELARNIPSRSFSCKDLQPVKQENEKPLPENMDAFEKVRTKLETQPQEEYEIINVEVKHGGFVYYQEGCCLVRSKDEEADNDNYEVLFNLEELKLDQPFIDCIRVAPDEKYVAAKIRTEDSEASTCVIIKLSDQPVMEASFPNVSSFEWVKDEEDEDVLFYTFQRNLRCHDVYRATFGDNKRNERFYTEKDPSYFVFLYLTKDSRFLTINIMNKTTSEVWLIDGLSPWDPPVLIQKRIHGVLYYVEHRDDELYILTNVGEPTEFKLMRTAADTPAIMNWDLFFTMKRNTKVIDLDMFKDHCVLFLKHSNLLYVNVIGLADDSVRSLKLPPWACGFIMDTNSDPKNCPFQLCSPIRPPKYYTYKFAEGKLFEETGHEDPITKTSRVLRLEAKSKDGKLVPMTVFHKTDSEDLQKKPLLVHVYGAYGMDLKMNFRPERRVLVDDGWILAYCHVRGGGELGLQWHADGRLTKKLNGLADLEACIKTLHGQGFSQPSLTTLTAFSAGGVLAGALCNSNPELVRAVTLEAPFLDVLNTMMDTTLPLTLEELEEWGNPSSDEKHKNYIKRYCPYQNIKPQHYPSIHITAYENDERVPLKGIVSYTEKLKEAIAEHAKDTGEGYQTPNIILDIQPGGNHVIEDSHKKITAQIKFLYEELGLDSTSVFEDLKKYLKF
# PP1 inh = blocks human PP1-alpha phosphatase, a PP5 counter-screen; purified PP1alpha, OMFP fluorescence; inhibition, % at 6.7 µM; 320,000 tested, 0.9% active;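 active = inhibition above the mean inhibition of all tested compounds plus 3 SD, computed separately for each screening campaign, cut at about 15% in these data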
# Target sequence (P62136 whole entry, looked up): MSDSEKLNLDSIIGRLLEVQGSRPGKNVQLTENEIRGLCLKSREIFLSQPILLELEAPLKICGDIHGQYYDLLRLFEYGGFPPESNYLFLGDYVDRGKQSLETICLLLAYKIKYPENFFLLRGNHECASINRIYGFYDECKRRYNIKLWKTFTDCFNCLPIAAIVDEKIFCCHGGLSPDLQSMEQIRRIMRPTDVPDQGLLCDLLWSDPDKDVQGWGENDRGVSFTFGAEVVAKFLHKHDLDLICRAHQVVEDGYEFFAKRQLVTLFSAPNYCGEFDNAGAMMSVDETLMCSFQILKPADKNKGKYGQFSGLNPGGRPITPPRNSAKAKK
# Efflux pump mplx = blocks antifungal efflux pumps in multiplex yeast assay; inhibition, % at 10 µM; S. cerevisiae Candida pump triplex, Nile Red efflux; 330,000 tested, 0.44% active;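 active = plate passing quality check with inhibition over a set limit, or well fluorescence over plate mean plus 4 SD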;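 also: Nile Red retained in pooled yeast measured as flow cytometry median fluorescence; 0% = buffer negative control and 100% = Enniatin B positive control; higher means more Nile Red kept so more efflux inhibition; some compounds called inactive have numbers as strong as hits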
# The depositor's hits bear a star. Not all compounds are listed; rates above refer to the full screens.
SMILES,EBNA-1 inh,PP5 primary,HCV core dimer,TPT1 inh,ZTA counter,CTSL1 counter,PREPL inhibitor,PP1 inh,Efflux pump mplx
CC(C)C1CC(O)(C2(O)CCCCC2)ON1 (stereo not drawn),6,4.5,0,0,-4,-2,0,-2,0.1
CN(C)CCCNc1oc(-c2cccc(Cl)c2)nc1C#N,7,-0.2,-5,0,6,-4,-15,-3,0.0
CCOC(=O)C1=C(COC(=O)c2ccccc2OC(F)F)NC(=O)NC1C (stereo not drawn),-9,-1.9,-2,0,-9,0,-6,-3,0.1
CCCN(C(=O)CSc1nc2c(cnn2-c2ccccc2)c(=O)[nH]1)C1CCS(=O)(=O)C1 (stereo not drawn),-1,1.5,-2,1,11,-1,3,0,3.4
CCc1nnc(NC(=O)C(C)Sc2ccccc2)s1 (stereo not drawn),9,-1.6,-6,-3,11,0,-1,-1,-0.1
Cc1ccc(NS(=O)(=O)c2ccc(OCC(=O)NCC3CCCO3)cc2)cc1 (stereo not drawn),-10,-5.4,-1,2,1,8,5,2,0.5
Cc1cccc(OCc2nnc(SCC(=O)NCC3CCCO3)n2C)c1 (stereo not drawn),14,-2.0,1,-1,8,0,-1,1,0.1
COc1cccc(/C=C(/C#N)c2ccc(F)cc2)c1OCc1cccc(C(=O)O)c1,7,2.9,9,0,1,0,-2,0,0.0
COC(=O)c1ccc(/C=N/NC(=S)NCCN2CCOCC2)cc1,-9,-1.4,-4,3,1,1,1,-3,0.2
CCOC(=O)C1CCN(C(=O)COC(=O)c2cc(-c3cccs3)nn2-c2ccccc2)CC1,12,-0.3,7,0,11,6,3,9,0.0
CCC(C)(C)NC(=O)CN(C(=O)c1snc(C(N)=O)c1N)c1ccc2nc(C)sc2c1,2,1.8,-4,-5,-6,2,11,1,0.1
Cc1cccc(OCC(=O)N2CCN(c3nnc(-c4ccccc4)c4ccccc34)CC2)c1,2,2.5,5,-8,5,4,12,-2,-0.2
Cc1ccc(S(=O)(=O)N(CC(=O)NCc2ccc(F)cc2)C(=O)N2CCN(C)CC2)cc1,-5,0.2,-1,-1,-3,-2,3,-3,0.0
COCCN(C(=O)COC(=O)CCC(=O)c1cccs1)c1c(N)n(Cc2ccccc2)c(=O)[nH]c1=O,1,0.5,-8,3,-14,-34,6,-4,-0.1
COC(=O)c1sccc1NC(=S)N1CCN(c2cc(C)ccc2C)CC1,6,2.1,5,-2,9,-3,6,-2,0.6
O=C(O)c1cnc(-c2ccccc2)nc1Sc1cccc(Cl)c1,-1,2.6,12,-7,8,2,-6,6,0.0
Cc1nc2c(C)cccc2c(SC(=N)N)c1CC=C(Cl)Cl,5,-2.0,3,-2,-6,-5,-6,2,-0.2
CC(=O)c1ccc(NC(=O)CSc2nnc(NC(=O)CN3CCOCC3)s2)cc1,-6,2.1,-1,-4,7,-2,2,-3,-0.2
COc1cc(C(=O)NC2=NCCS2)ccc1OCc1c(C)noc1C,6,1.4,0,-3,5,37*,1,-5,-0.2
CC(CN1CCN(C)CC1)OC(=O)c1ccc(Cl)cc1Cl (stereo not drawn),5,0.3,-2,5,4,0,-5,-2,-0.1

# Random excerpt: five entries already listed, in no set order.
SMILES,EBNA-1 inh,PP5 primary,HCV core dimer,TPT1 inh,ZTA counter,CTSL1 counter,PREPL inhibitor,PP1 inh,Efflux pump mplx
CCOC(=O)C1CCN(C(=O)COC(=O)c2cc(-c3cccs3)nn2-c2ccccc2)CC1,12,-0.3,7,0,11,6,3,9,0.0
COc1cc(C(=O)NC2=NCCS2)ccc1OCc1c(C)noc1C,6,1.4,0,-3,5,37*,1,-5,-0.2
Cc1cccc(OCc2nnc(SCC(=O)NCC3CCCO3)n2C)c1 (stereo not drawn),14,-2.0,1,-1,8,0,-1,1,0.1
CC(CN1CCN(C)CC1)OC(=O)c1ccc(Cl)cc1Cl (stereo not drawn),5,0.3,-2,5,4,0,-5,-2,-0.1
Cc1ccc(NS(=O)(=O)c2ccc(OCC(=O)NCC3CCCO3)cc2)cc1 (stereo not drawn),-10,-5.4,-1,2,1,8,5,2,0.5

# New compounds follow:
SMILES,EBNA-1 inh,PP5 primary,HCV core dimer,TPT1 inh,ZTA counter,CTSL1 counter,PREPL inhibitor,PP1 inh,Efflux pump mplx
O=C(O)c1cc(-c2cccc(Cl)c2)nc2nc(N3CCCCC3)sc12,10,0.1,6,-2,1,4,7,0,0.0
O=C(NCc1ccc(F)cc1)c1ccncc1,-4,-6.6,-11,2,-7,-4,-1,0,0.0
O=C(O)c1cc([N+](=O)[O-])ccc1N1CCC(Cc2ccccc2)CC1,8,3.2,1,2,7,0,0,3,0.0
CC1CCN(C(c2cccs2)c2nnnn2Cc2ccccc2)CC1 (stereo not drawn),1,-0.1,8,0,-1,5,8,5,0.0
CCOC(=O)N1CCN(C(=O)CSc2nnc3[nH]c(=O)c(C)c(C)n23)CC1,-2,-2.0,1,1,-16,-3,-2,-7,-0.1
O=C(COc1ccccc1[N+](=O)[O-])N1CCN(C(=O)c2ccco2)CC1,8,2.7,-12,-2,-12,-1,7,-3,-0.1
NC(=O)SC/C(=N\S(=O)(=O)c1ccccc1)Nc1ccccc1,-13,0.2,0,2,-3,6,10,-3,0.1
Cc1ccccc1NC(=O)Cn1nnc2sc3c(c2c1=O)CC(C)(C)OC3,7,-1.2,3,-3,0,1,4,7,-0.1
Cc1nc2sccn2c(=O)c1S(=O)(=O)N1CCN(c2cccc(C(F)(F)F)c2)CC1,-9,-0.8,3,2,5,6,17,-3,-0.1
c1cc(-c2nnc(-c3ccncc3)o2)ccn1,-3,2.4,-2,0,8,3,6,-1,0.0
CCN1CCN(c2nc(N)c([N+](=O)[O-])c(Nc3ccc(C)c(C)c3)n2)CC1,-15,2.7,-10,-4,-21,1,-48,-5,0.2
Fc1ccccc1COc1ccccc1/C=N/Nc1nc(N2CCCC2)nc(N2CCCC2)n1,9,-0.8,11,-1,-6,6,8,0,-0.1
COc1ccc2c(CC(=O)Nc3nnc(C4CC4)s3)coc2c1,14,3.1,23,7,6,0,5,-1,0.3
O=C(COC(=O)CCc1nc2ccccc2n1-c1ccccc1)Nc1cccc(Cl)c1,-2,4.7,-1,3,0,-27,15,1,0.3
CC12CCC(C(=O)NC(c3ccccc3)c3ccccc3)(OC1=O)C2(C)C (stereo not drawn),0,0.6,-4,1,-9,0,0,-2,0.2
CCCOc1ccc(N2C(=O)CC(N(Cc3ccc(OC)cc3)C(=S)Nc3ccccc3)C2=O)cc1 (stereo not drawn),1,1.4,6,0,3,-3,-3,-2,-0.1
CC(=O)c1oc2ccccc2c1NC(=O)CN1CCCCC1,10,0.7,-7,-4,-5,0,2,-4,-0.1
Cc1ccc(S(=O)(=O)N2CCCN(C(=O)c3cc4ccccc4[nH]3)CC2)cc1,-5,-4.9,15,4,-12,5,-49,7,-0.1
CC(=O)Nc1ccc(NC(=O)CSc2nncn2C)cc1,0,1.0,-3,1,9,-2,-2,-2,0.0
CCCCCC/C=N/Nc1nnc(Cc2ccccc2)c(=O)[nH]1,0,-0.3,4,-3,1,9,-1,0,0.1
COc1nc(OC)nc(N2CCC(NC(=O)C(Cc3cccc(OC)c3OC)NC(C)=O)CC2)n1 (stereo not drawn),-3,-1.3,-2,-3,9,0,13,5,0.0
CCCC(c1nnnn1C(C)(C)C)N1CCN(Cc2ccccc2OC)CC1 (stereo not drawn),0,0.7,0,-3,-1,0,13,2,-0.1
CCOC(=O)CNC(=O)c1ccccc1,-5,0.9,1,-3,-11,16,-19,9,0.0
CC(=O)Nc1ccc(Nc2ncnc(N)c2[N+](=O)[O-])cc1,0,0.9,-2,-2,-12,-1,7,-3,0.0
COc1ccc(C(=O)Nc2ccccc2C(=O)Nc2cccc(C)n2)cc1,-4,-4.1,-5,0,-16,1,0,1,-0.1
CC12CC3CC(C)(C1)CC(C(=O)NNC(=O)c1ccncc1)(C3)C2,9,2.0,-5,0,5,-3,-1,-3,0.1
COc1ccc(OC)c(CN2CCN(CCCc3ccccc3)C(CCO)C2)c1 (stereo not drawn),-1,1.3,4,-3,-3,3,0,3,0.0
CC(C)CCN1CCN(Cc2ccc(Oc3ncccn3)cc2)CC1CCO (stereo not drawn),1,-2.5,0,-1,9,-5,7,-7,-0.1
COc1ccccc1NC(=O)CCN1C(=O)/C(=C/c2cc(OC)c(OC)c(OC)c2)SC1=S,-12,1.3,-5,0,-2,1,-1,-3,0.0
COc1cc(NC(=O)C2CCCN2S(=O)(=O)c2cccc3cccnc23)cc(OC)c1OC (stereo not drawn),-15,1.4,2,0,-6,-3,4,-2,0.3
N#Cc1ccc(S(=O)(=O)NC2CCN(Cc3ccccc3)CC2)cc1,5,-0.8,-4,1,5,-1,-9,-4,-0.1
Cc1ccc(S(=O)(=O)N2CCC(C(=O)Nc3ccc4c(c3)COC4=O)CC2)cc1,12,1.5,17,1,-4,2,-19,-1,-0.1
CCC(=O)Nc1cc(C)c(NC(=O)C23CC4CC(CC(C4)C2)C3)cn1,10,0.8,2,-13,1,2,-1,1,-0.1
CC(=O)N1CCOc2ccc(S(=O)(=O)N3CCCCC3)cc21,-18,-7.0,-11,-2,-9,-5,3,0,0.3
NC1=NC(=O)C2(COC(c3ccccc3Cl)OC2)S1 (stereo not drawn),-8,2.4,-12,-4,-14,-3,4,4,0.1
Fc1ccc(-c2onc3ccc(C4OCCO4)cc23)cc1,-2,1.6,-5,-7,0,5,7,-2,-0.1
COC(=O)c1cccc(C(=O)Nc2cnc3ccccc3c2)n1,-2,-0.3,8,0,5,5,5,-2,-0.1
Cc1ccccc1OCC(=O)OC1CCN(C)CC1,-2,1.9,-10,-4,-13,5,18,0,-0.1
N/C(=N\N=C\c1ccc([N+](=O)[O-])cc1)c1nonc1N,1,-2.2,-1,1,25,1,-29,-6,0.0
Cn1c(=O)oc2cc(S(=O)(=O)NC3CCN(Cc4ccccc4)CC3)ccc21,3,0.9,-4,3,-8,-2,5,0,0.2
CCOc1cc(NC(=S)NCCCN2CCOCC2)c(OCC)cc1NC(=O)C1CCCCC1,-12,-1.5,-6,-4,5,-6,3,-8,0.1
O=C(c1ccc(F)cc1)C1CCN(C(=O)NC2CCCCC2)CC1,-4,4.3,-6,-4,-2,-1,5,1,-0.2
O=C(c1ccc2nccnc2c1)N1CCCC(N2CCN(c3ccc(F)cc3)CC2)C1 (stereo not drawn),-20,1.5,-3,3,0,-8,8,1,-0.1
O=c1c(-c2ccco2)[n+]([O-])c2ccccc2n1OCc1ccccc1F,0,-1.9,-1,0,11,2,6,-4,0.0
CCOC(=O)C1CCN(CC(O)COCc2cccs2)CC1 (stereo not drawn),7,-0.7,14,0,-1,1,4,-3,0.0
CCOC(=O)Nc1ccc2c(c1)N(C(=O)CN(C)C)c1ccccc1CC2,-1,-2.9,-2,-3,-12,13,17,3,-0.2
Fc1cccc(Nc2ncnc3c2cnn3-c2ccccc2)c1,-1,2.9,-6,3,16,0,-5,-1,-0.1
Cc1ccc(-c2nnnn2-c2ccccc2C(=O)O)cc1,-14,1.9,4,0,-10,-5,15,-3,0.2
COc1ccc(NC(=O)C2OCCc3ccccc32)c(OC)c1 (stereo not drawn),-4,4.8,-5,-2,5,-1,-4,-2,0.2
Cc1c(C(=O)N(C)CC(=O)Nc2cccc(F)c2)oc2c(Cl)cccc12,-11,1.6,-6,-4,-7,-5,-3,-3,-0.1
COc1ccc(C(=O)NCC(c2ccco2)N2CCc3ccccc32)cc1 (stereo not drawn),-9,-1.9,-2,0,8,-3,-20,-2,-0.1
O=C(COC(=O)c1ccccc1F)Nc1cc(S(=O)(=O)N2CCOCC2)ccc1N1CCCC1,-7,-1.7,-1,8,13,-3,15,-1,-0.1
COc1cccc2cc(C(=O)NC(C)C3CCCO3)c(=O)oc12 (stereo not drawn),3,-1.2,-2,-1,6,0,-3,-3,0.0
Nc1ccc(O)c2c1C(=O)c1ccccc1C2=O,13,4.2,3,-34,37*,-1,51*,2,-0.1

# High-throughput results (PubChem BioAssay)
